# Bioassay records as filed in PubChem.
# AI-2 QS modul – Vibrio harveyi AI-2 quorum sensing modulators, primary screen, JMH597 strain, luminescence/OD600 ratio | AID 2094, 2009 | activity change, % at 7.5 µM | Vibrio harveyi JMH597 AI-2 luminescence/OD600 ratio, 9 h; active compounds read low; strain lacks LuxN and CqsS sensors; 0 = neutral-control median | 300,000 compounds, 0.4% hits; in the data active means activity change below about -75%, passing the limit was not always enough;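 further: luminescence divided by OD600 gain over 9 h not by final OD600 alone; inactives centre near 13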
# GSK3beta inhib – human GSK3beta kinase inhibitors, primary screen, biochemical, cell-free homogeneous, HTS; Glycogen synthase kinase-3 beta (Homo sapiens), P49841; activity score (negative = inhibition), % at 10 µM; AID 2097, 2009; 300,000 compounds, 0.038% hits; GST-GSK3beta kinase, ADP-Glo luminescence, 60 min; active compounds read low;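 active means more than half of replicate wells score below -50%, meaning over 50% inhibition versus plate controls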;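 further: 0% = median DMSO wells and -100% = median GW8510 positive control wells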
# Target sequence (P49841 whole entry, looked up): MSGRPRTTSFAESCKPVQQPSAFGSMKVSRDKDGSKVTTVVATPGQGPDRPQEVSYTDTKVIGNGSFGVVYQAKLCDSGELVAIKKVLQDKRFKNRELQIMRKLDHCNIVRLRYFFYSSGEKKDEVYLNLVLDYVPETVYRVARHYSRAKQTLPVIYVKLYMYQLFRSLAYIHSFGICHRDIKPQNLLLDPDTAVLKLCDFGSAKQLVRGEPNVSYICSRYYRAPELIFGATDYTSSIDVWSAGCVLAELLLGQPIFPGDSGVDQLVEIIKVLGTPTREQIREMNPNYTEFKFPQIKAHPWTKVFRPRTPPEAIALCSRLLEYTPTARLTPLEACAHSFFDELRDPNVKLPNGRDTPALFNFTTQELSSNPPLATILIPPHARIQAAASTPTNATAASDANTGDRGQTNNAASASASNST
#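 test system = GST-tagged human GSK3beta kinase, cell-free | reagent = 25 µM ATP with peptide substrate | dosing = one dose of 10 µM per compound | schedule = 60 min reaction, RT | detection = luminescent ADP-Glo measurement of ADP formed | control set = DMSO neutral wells and GW8510 at 20 µM as positive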
# HSF1 activator – HSF-1 activators, primary screen, NIH3T3-HGL cells, MG132 stress, luminescence, single point; NIH3T3-HGL HSF-1 luciferase reporter, 8 h; 100% = twice DMSO control signal; activation, % at 9 µM; 300,000 compounds, 1.7% hits; AID 504408, 2011;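 active means mean replicate activation of at least 50% with a set share of replicates each reaching 50%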;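 further: 0% = median of the neutral control wells and 100% = twice that signal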
# IEC-6 tox – cytotoxicity in IEC-6 intestinal epithelial cells, primary screen, cytotoxicity control for KLF5 inhibitor project, cell-based, luminescence; IEC-6 cytotoxicity, luminescence viability; inhibition, % at 5 µM; 290,000 compounds, 0.78% hits; AID 1825, 2009; in the data active means inhibition above about 22%;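 further: 0% = plate median of test compound wells and 100% = cytotoxic reference compound wells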
# HSF1 inhib – HSF1 inhibitors in luciferase reporter cells, primary screen, cell-based, NIH3T3, luminescence | NIH3T3-HGL HSE-luciferase, MG132-induced, luminescence 8 h; active compounds read low | activity change, negative = inhibition, % at 7.5 µM (by protocol) | 300,000 compounds, 0.77% hits | AID 2098, 2009;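 active means more than half of replicate wells show activity change below -50%, luminescence cut by over half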;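 further: luciferase reports HSF-1 transcriptional activity via heat shock element; 0% = median of DMSO wells and -100% = zero luminescence signal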
# HSP90 inh – HSP90 inhibitors, primary screen, cell lysate, luminescence; Heat shock protein HSP 90 (rabbit reticulocyte lysate; luciferase refolding); inhibition, % at 5.6 µM; AID 1789, 2009; 290,000 compounds, 0.91% hits; Rabbit reticulocyte lysate, luciferase refolding luminescence, 3 h;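 active means inhibition above the screen-wide mean plus 3 SD, computed separately per campaign, cut at about 16% in these data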;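 further: 0% = DMSO wells and 100% = 60 µM geldanamycin wells; inhibitors lower the luminescence because luciferase stays unfolded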
# GSK3A inh – blockers of GSK3A enzyme activity – biochemical, luminescence, cell-free homogeneous, HTS, primary screen; inhibition, % at 10 µM; Glycogen synthase kinase-3 alpha (Homo sapiens), P49840; GSK-3 alpha kinase, ADP-Glo luminescence, 60 min; AID 2650, 2010; 320,000 compounds, 0.1% hits;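 in the data active means inhibition above about 50%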;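 further: GST-tagged GSK-3 alpha with peptide substrate and 25 µM ATP; 0% = DMSO neutral wells and 100% = GW8510 positive control wells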
# Target sequence (P49840 whole entry, looked up): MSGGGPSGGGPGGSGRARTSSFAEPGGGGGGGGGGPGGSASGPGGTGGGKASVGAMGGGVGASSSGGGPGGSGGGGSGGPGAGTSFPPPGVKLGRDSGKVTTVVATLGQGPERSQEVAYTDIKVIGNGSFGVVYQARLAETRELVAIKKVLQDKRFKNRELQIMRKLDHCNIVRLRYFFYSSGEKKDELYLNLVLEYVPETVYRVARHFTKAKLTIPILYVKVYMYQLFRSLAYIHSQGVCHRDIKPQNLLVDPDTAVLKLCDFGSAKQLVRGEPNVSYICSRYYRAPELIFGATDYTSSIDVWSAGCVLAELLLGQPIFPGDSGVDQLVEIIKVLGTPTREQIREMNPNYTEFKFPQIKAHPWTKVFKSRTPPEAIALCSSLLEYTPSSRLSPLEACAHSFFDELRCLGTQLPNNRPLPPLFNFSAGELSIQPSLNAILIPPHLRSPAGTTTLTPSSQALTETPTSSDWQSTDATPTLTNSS
# KLF5 inh – KLF5 expression inhibitors, primary screen, DLD-1 cells, luminescence; DLD-1 KLF5 promoter-luciferase reporter; inhibition, % at 5 µM; 290,000 compounds, 0.23% hits; AID 1700, 2009;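 active means inhibition above a per-plate limit of that plate's mean compound inhibition plus 3 SD, cut at about 60% in these data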;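 further: 0% = DMSO wells and 100% = LY294002 at 200 µM; higher means less KLF5 promoter-driven luciferase light; inactives centre near -14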
# aSyn UTR inh – MLPCN primary screen, SNCA 5' untranslated region; alpha-synuclein 5'UTR reporter, inhibitor activity; inhibition, % (tested at 7.5 µM); 300,000 compounds, 0.82% hits; AID 1813, 2009; in the data active means inhibition above about 60%;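 further: H4 neuroglioblastoma cells stably carrying SNCA 5'UTR luciferase fusion; 0% = DMSO wells and 100% = positive control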
# HIF act – HIF pathway transcriptional activators, primary screen, cell-based, U2OS HRE-luciferase, luminescence; U2OS HRE-luciferase reporter; normalized: DMSO 0%, desferrioxamine 100%; 300,000 compounds, 0.32% hits; activation, % at 7.5 µM (by protocol); AID 1910, 2009;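 active means mean activation of at least 10% of the iron chelator positive control signal, with at least half of replicates also reaching 10%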
# * = called active by the depositor; . = no result given; & = joins results of further samples.
item	Compound	AI-2 QS modul	GSK3beta inhib	HSF1 activator	IEC-6 tox	HSF1 inhib
1	O=C(OCC(=O)N1CCN(C(=O)c2ccco2)CC1)c1ccccc1C(=O)c1ccc(Cl)cc1	26	4	5	-6	3
2	COc1cccc(C(=O)NC2CCN(CC(=O)Nc3ccccc3Cl)CC2)c1	3	1	10	-1	4
3	Cn1c(=O)c2c(nc(Oc3ccccc3)n2C)n(C)c1=O	-9	-8	-15	-1&-14	-16
4	Cc1cc(C)n2nc(SC(C)C(=O)NC3CCCCC3C)nc2n1 (stereo not drawn)	29	3	-4	.	-3
5	C/C(CCC(C)C)=N\Nc1ccc(S(N)(=O)=O)cc1[N+](=O)[O-]	3	5	17	0	1
6	COc1cccc(C(=O)NNc2nc(C)cc(C)n2)c1	6	1	-7	-3	-4
7	CC(C)COc1ccc(C(=O)N/C(=C\c2cccc([N+](=O)[O-])c2)C(=O)O)cc1	22	5	-19	1	-4
8	O=C(Nc1ccccc1Oc1ccccc1)c1cccc([N+](=O)[O-])c1	30	1	2	-2	-4

item	HSP90 inh	GSK3A inh	KLF5 inh	aSyn UTR inh	HIF act
1	-2	-4	-15	20	-0.3
2	2	-2	-22	17	-0.5
3	3&-12	2	-32&-38	14	0.2
4	.	-1	.	-19	0.5
5	-2	-2	-11	16	0.9
6	1	0	12	-2	-0.6
7	-3	-4	-22	11	0.6
8	-2	-1	-7	-3	-0.4

# Going on with the list.
item	Compound	AI-2 QS modul	GSK3beta inhib	HSF1 activator	IEC-6 tox	HSF1 inhib
9	C1CCN(Cc2nnnn2CC2CCCO2)CC1 (stereo not drawn)	4	2	5	-1	-5
10	CC1CCC2(CC1)NC(=S)N(c1ccccc1)N2 (stereo not drawn)	.	.	-18	-1	-8
11	CC1(C)OC(=O)N(Cc2ccco2)C1(C)O (stereo not drawn)	28	2	-3	-3	3
12	CN(C)S(=O)(=O)N(CC(=O)Nc1cccc(F)c1)c1ccccc1	20	-2	-7	-1	0
13	CCn1ncc(/C=C/C(=O)C2CC2)c1C	5	0	13	1	9
14	O=C(NN=C1CCCCCCCCCCC1)c1cccc(S(=O)(=O)N2CCOCC2)c1	-10	-1	1	2	9
15	O=C(CCNC(=O)Cn1cnc2ccccc2c1=O)NCCC1=CCCCC1	7	-1	-13	2	0
16	O=C1CCCC/C1=C\Nc1ccccc1C(=O)O	17	-1	9	-3	-1

item	HSP90 inh	GSK3A inh	KLF5 inh	aSyn UTR inh	HIF act
9	-2	0	-1	-1	0.1
10	-1	-1	-5	-18	0.0
11	0	0	-1	-10	-0.1
12	-1	-1	-12	-2	0.2
13	1	0	-28	-49	0.6
14	-1	-1	-50	4	1.3
15	3	-1	-5	9	-0.2
16	-1	.	-3	-5	-1.0

# Remaining list, next part
item	Compound	AI-2 QS modul	GSK3beta inhib	HSF1 activator	IEC-6 tox	HSF1 inhib
17	COc1ccc(C(C(=O)NC2CCCC2)N(Cc2cccnc2)C(=O)c2snc(C(N)=O)c2N)cc1OC (stereo not drawn)	9	-1	-1	-7	-3
18	CCCSc1ccccc1C(=O)N1CCN(C(=O)c2ccco2)CC1	18	4	3	-8	-5
19	N/C(=N\OC(=O)c1cccc([N+](=O)[O-])c1)c1ccccn1	6	-1	38	-3	19
20	Cc1ccc(-n2nnnc2SCC(=O)Nc2ccc3c(c2)OCCO3)cc1C	19	1	.	2	.
21	O=C(O)COc1ccc(/C=C/c2ccc3cccc([N+](=O)[O-])c3n2)cc1	47	4	7	-5	-7
22	Cc1cc(C(=O)N/N=C/c2ccc(-c3ccc([N+](=O)[O-])cc3C)o2)n[nH]1	17	5	-5	12	-4
23	COc1ccccc1Nc1nc(NCc2ccco2)nc(N)c1[N+](=O)[O-]	.	1	5	-2	-4
24	C=CCN(c1ccccc1C(=O)NCC(=O)OCC)S(=O)(=O)c1ccc(C)cc1	23	7	5	0	-4

item	HSP90 inh	GSK3A inh	KLF5 inh	aSyn UTR inh	HIF act
17	0	-1	-7	1	-0.3
18	0	1	-9	10	-0.5
19	-2	0	-127	-13	0.9
20	3	.	-43	-11	-0.1
21	-2	.	-17	7	2.1
22	2	-3	-4	12	-0.3
23	-4	-2	-13	35	0.0
24	0	-5	-6	0	-0.1

# Going on with the list:
item	Compound	AI-2 QS modul	GSK3beta inhib	HSF1 activator	IEC-6 tox	HSF1 inhib
25	COc1ccc(Cl)cc1NC(=O)CCN1C(=O)C2C3CCC(C3)C2C1=O (stereo not drawn)	-13	1	7	1	-2
26	COc1ccc2[nH]c(-c3cccc(F)c3)cc(=O)c2c1	-1	-4	-7	75*	6
27	CC1CCCCN1C(=S)NCc1ccco1 (stereo not drawn)	6	2	25	-2	13
28	Cc1ccc(-c2ccc(=O)n(CCC(=O)N3CCN(c4cccc(C)c4)C(C)C3)n2)cc1 (stereo not drawn)	-5	-2	1	-3	4
29	COc1ccc(CCNC(=O)/C(C#N)=C/c2cccc(OCc3ccccc3)c2)cc1OC	-9	-2	-3	-4	3
30	O=C(NCc1nc2ccccc2[nH]1)C1CCCCC1	15	1	6	2	-5
31	Cc1cccc(Nc2nnc(SC/C(O)=C(\C#N)c3nc4ccccc4[nH]3)s2)c1	7	-7	-24	-3	-15
32	Nc1nonc1-n1nnc(C(=O)N/N=C/c2cccc(O)c2)c1CN1CCCC1	6	-25	.	4	.

item	HSP90 inh	GSK3A inh	KLF5 inh	aSyn UTR inh	HIF act
25	2	-1	9	9	0.5
26	-4	-1	60	63*	5.1
27	0	-3	4	13	-0.6
28	4	1	-2	19	0.8
29	-2	.	-25	-17	0.2
30	-2	1	-20	12	0.1
31	1	2	-23	4	-0.7
32	-2	.	-28	.	.

# Next section.
item	Compound	AI-2 QS modul	GSK3beta inhib	HSF1 activator	IEC-6 tox	HSF1 inhib
33	Cc1ccc(NC(=O)CCC(=O)NNC(=O)c2ccccc2Cl)c(C)c1	7	-5	26	-3	-5
34	COc1ccc2[nH]c3c(=O)n(CCCCC(=O)NCCN4CCCC4)c(=S)[nH]c3c2c1	22	-14	16	-1	-2
35	CCOCCCNC(=O)/C(C#N)=C/c1ccc(C(=O)OC)cc1	45	1	4	3	-2
36	C/C(=N\NC(=O)c1cccc(F)c1)c1ccc(Br)s1	10	1	28	24*	2
37	COc1ccc(C2=NNC(c3cc(Cl)cc4c3OCOC4)C2)c(O)c1 (stereo not drawn)	-7	1	9	1	14
38	C/C=C(\C)CN1CCN(c2cc(C)ccc2C)CC1	21	1	-3	0	-11
39	O=C(NCC(=O)N(CCc1ccccc1)C(C(=O)NC1CCCCC1)c1ccncc1)c1ccco1 (stereo not drawn)	15	2	2	3	0
40	O=C(CCCOc1ccccc1)Nc1cccc(C(=O)O)c1	35	3	0	-2	1

item	HSP90 inh	GSK3A inh	KLF5 inh	aSyn UTR inh	HIF act
33	1	0	-6	-3	0.1
34	0	3	-4	11	0.2
35	-1	.	-17	17	-1.0
36	2	2	6	-45	1.8
37	3	1	5	-73	0.5
38	-4	0	2	-11	0.0
39	3	2	19	19	-0.6
40	-4	-1	-12	-6	0.0

# Single records (already shown). Order of values: AI-2 QS modul	GSK3beta inhib	HSF1 activator	IEC-6 tox	HSF1 inhib	HSP90 inh	GSK3A inh	KLF5 inh	aSyn UTR inh	HIF act
# Cc1ccc(NC(=O)CCC(=O)NNC(=O)c2ccccc2Cl)c(C)c1 in the list: 7	-5	26	-3	-5	1	0	-6	-3	0.1
# COc1ccc2[nH]c3c(=O)n(CCCCC(=O)NCCN4CCCC4)c(=S)[nH]c3c2c1 in the list: 22	-14	16	-1	-2	0	3	-4	11	0.2
# CCOCCCNC(=O)/C(C#N)=C/c1ccc(C(=O)OC)cc1 in the list: 45	1	4	3	-2	-1	.	-17	17	-1.0

# Other compounds follow.
item	Compound	AI-2 QS modul	GSK3beta inhib	HSF1 activator	IEC-6 tox	HSF1 inhib
41	CCn1c(-c2cc(-c3cc(OC)ccc3OC)nc3ccccc23)n[nH]c1=S	3	3	21	-3	5
42	CCC1(c2ccccc2)NC(=O)N(CC(=O)NNC(=O)CCN2CCN(c3ccccc3)CC2)C1=O (stereo not drawn)	15	2	-15	.	1
43	O=C(c1ccc(F)cc1)c1c[nH]c(C(=O)NCc2cccnc2)c1	14	-3	-18	6	-18
44	CCOc1cc(C(=O)NCCc2ccc(S(N)(=O)=O)cc2)cc(OCC)c1OCC	13	2	-12	3	-10
45	CCOC(=O)N1CCN(CC(O)c2ccc3c(c2)CCN3)CC1 (stereo not drawn)	-10	-4	3	-9	1
46	Cc1ccc2nc(-c3ccc(NC(=O)C4CCCO4)cc3)[nH]c2c1 (stereo not drawn)	4	2	-25	7	-22
47	CC1CN(C(=O)c2scc3c2OCCO3)CC(C)O1 (stereo not drawn)	.	.	.	1	.
48	O=C(CN1C(=O)c2cccc3cccc1c23)NCC1CCCO1 (stereo not drawn)	15	-2	.	0	.

item	HSP90 inh	GSK3A inh	KLF5 inh	aSyn UTR inh	HIF act
41	2	1	-11	12	-0.8
42	.	0	.	1	0.5
43	-1	2	-27	3	0.0
44	0	-1	-4	3	0.7
45	0	-3	-1	-15	-0.3
46	24*	0	-32	36	-0.9
47	3	14	-11	.	.
48	0	-2	-21	.	.

# Next section:
item	Compound	AI-2 QS modul	GSK3beta inhib	HSF1 activator	IEC-6 tox	HSF1 inhib
49	CCN(C(=O)C1CCCO1)c1ccccc1 (stereo not drawn)	6	0	6	-6	2
50	Cc1ccccc1N(CC(=O)NC1CCCCC1)C(=O)c1csnn1	34	2	4	-3	-5
51	O=C(NCc1ccco1)c1cnn2c(C(F)(F)F)cc(-c3cccs3)nc12	19	-5	27	5	18
52	CCOc1ccccc1CN(Cc1ccco1)S(=O)(=O)c1ccc(-n2cnnn2)c(OC)c1	26	2	-40	5	-23
53	Cc1onc(-c2ccccc2Cl)c1C(=O)OCC(=O)Nc1cccc(S(=O)(=O)N(C)C)c1	.	.	3	0	2

item	HSP90 inh	GSK3A inh	KLF5 inh	aSyn UTR inh	HIF act
49	-1	0	-34	0	0.2
50	0	-1	-19	4	-0.3
51	5	0	2	24	-0.5
52	4	.	-15	-14	2.6
53	2	-2	-28	2	-0.9

# Quoted at random: 2 entries already listed
item	Compound	AI-2 QS modul	GSK3beta inhib	HSF1 activator	IEC-6 tox	HSF1 inhib
52	CCOc1ccccc1CN(Cc1ccco1)S(=O)(=O)c1ccc(-n2cnnn2)c(OC)c1	26	2	-40	5	-23
49	CCN(C(=O)C1CCCO1)c1ccccc1 (stereo not drawn)	6	0	6	-6	2

item	HSP90 inh	GSK3A inh	KLF5 inh	aSyn UTR inh	HIF act
52	4	.	-15	-14	2.6
49	-1	0	-34	0	0.2
